FXIIa inh mix: human factor XIIa inhibitors, primary screen, biochemical, pooled compound mixtures, fluorogenic substrate; 62,000 compounds, 0.2% hits; purified FXIIa; Coagulation factor XII (Homo sapiens), P00748; AID 684, 2007; inhibition, % at 5 µM;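 also: 0% = enzyme without compound and 100% = no enzyme blank; some results filed as inactive read as strong as hits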
Cathepsin G inh: human cathepsin G inhibitors, primary screen, biochemical, pooled compound mixtures, AMC fluorescence. purified enzyme, AMC-tetrapeptide fluorescence. inhibition, % at 5 µM (by protocol). 62,000 compounds, 0.2% hits. AID 581, 2007;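 active = inhibition above 20% in each of the two mixture wells holding the compound; inactive = inhibition of 20% or less in either well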;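 also: 0% = enzyme control without mixture and 100% = blank lacking enzyme; strong numbers were not always called active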
Target sequence (P08311 21-244 limits assumed): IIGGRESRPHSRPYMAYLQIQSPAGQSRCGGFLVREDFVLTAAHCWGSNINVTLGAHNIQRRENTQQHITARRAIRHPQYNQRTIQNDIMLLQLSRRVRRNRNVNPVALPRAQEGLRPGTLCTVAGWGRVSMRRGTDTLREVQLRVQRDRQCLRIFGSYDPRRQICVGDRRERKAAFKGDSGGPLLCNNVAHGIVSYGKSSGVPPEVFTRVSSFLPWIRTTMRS
FXIa mix inh: FXIa protease inhibitors in compound pools, primary screen, biochemical, 10-compound mixtures | Coagulation factor XI (Homo sapiens), P03951 | purified FXIa, fluorogenic substrate, pooled mixtures | inhibition, % at 5 µM | 62,000 compounds, 0.19% hits | AID 680, 2007;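 also: each value is inhibition by a whole ten-compound pool holding the compound; 0% = enzyme with no mixture and 100% = wells lacking enzyme; strong numbers were not always called active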
Target sequence (P03951 19-387 limits assumed): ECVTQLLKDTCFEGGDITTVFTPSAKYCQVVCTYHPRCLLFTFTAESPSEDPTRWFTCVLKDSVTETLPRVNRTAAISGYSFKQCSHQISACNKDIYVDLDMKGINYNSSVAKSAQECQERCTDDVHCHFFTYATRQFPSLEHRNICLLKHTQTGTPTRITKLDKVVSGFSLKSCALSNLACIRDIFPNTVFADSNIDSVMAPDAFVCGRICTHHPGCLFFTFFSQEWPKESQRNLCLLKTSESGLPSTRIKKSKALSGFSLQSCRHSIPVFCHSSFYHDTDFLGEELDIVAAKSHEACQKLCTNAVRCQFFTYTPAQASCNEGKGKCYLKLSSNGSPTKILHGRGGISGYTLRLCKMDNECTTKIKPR
Target sequence (P03951 388-625 limits assumed): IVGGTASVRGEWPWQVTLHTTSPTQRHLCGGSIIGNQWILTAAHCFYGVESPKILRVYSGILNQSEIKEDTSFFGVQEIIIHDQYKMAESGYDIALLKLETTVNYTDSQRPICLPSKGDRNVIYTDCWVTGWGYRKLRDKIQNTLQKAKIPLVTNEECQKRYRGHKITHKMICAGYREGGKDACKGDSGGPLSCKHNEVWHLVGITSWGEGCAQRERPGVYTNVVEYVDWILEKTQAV
CatL block: inhibitors of human cathepsin L, biochemical; 58,000 compounds, 0.17% hits; Procathepsin L (Homo sapiens), P07711; AID 460, 2006; inhibition, %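 (tested at 10 µM)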; purified cathepsin L, fluorogenic substrate, fluorescence; in the data active = inhibition above about 45%;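 also: 0% = enzyme with no compound and 100% = no enzyme blank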
CatS block: inhibitors of human cathepsin S, biochemical, compound mixtures; 62,000 compounds, 0.06% hits; P25774; AID 501, 2006; recombinant cathepsin S, AMC dipeptide fluorescence, pooled mixtures; inhibition, %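 (tested at 5 µM per compound within 10-compound mixtures)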; in the data active = inhibition above about 32%, passing the limit was not always enough;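 also: 0% = enzyme without compound and 100% = blank without enzyme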
Target sequence (P25774 115-331 limits assumed): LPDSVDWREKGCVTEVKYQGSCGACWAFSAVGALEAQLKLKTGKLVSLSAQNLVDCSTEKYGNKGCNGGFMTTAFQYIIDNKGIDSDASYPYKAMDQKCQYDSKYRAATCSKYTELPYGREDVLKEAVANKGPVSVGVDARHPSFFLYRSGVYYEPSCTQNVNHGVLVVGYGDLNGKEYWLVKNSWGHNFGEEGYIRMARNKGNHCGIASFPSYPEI
CatB block: human cathepsin B inhibitors, primary screen, biochemical, fluorogenic substrate; P07858; purified cathepsin B, fluorescence; inhibition, %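 (tested at 10 µM)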; 63,000 compounds, 0.1% hits; in the data active = inhibition above about 21%;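 also: 0% = enzyme with no compound and 100% = no enzyme blank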
AP complement: alternative complement pathway inhibitors, primary screen, biochemical, ELISA, human serum, orthogonally pooled compounds | AID 1235, 2008 | 62,000 compounds, 0.08% hits | LPS-coated ELISA, C3 deposition; tested in compound mixtures | inhibition, % at 5 µM;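 active = inhibition above 30% in each of the two pooled mixtures holding the compound, so the lower value exceeds 30%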;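 also: 0% = serum in Mg-EGTA without compound and 100% = EDTA serum blank; some compounds past the cut are filed as inactive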
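Test system – human serum alternative complement pathway, C3 deposition on LPS-coated wells · Buffer or medium – diluted human serum in Mg2+-EGTA GVB++ · Compound dosing – 5 µM each compound, pools of ten, 50 µM per pool · Schedule – 1 h serum-compound exposure at 37 °C · Measured by – Anti-C3 ELISA, OD 450 nm · Read-out basis – percent inhibition of C3 deposition onto LPS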
CatB mix inh: cathepsin B inhibitors from pooled compounds, primary screen, biochemical, compound mixtures, AMC fluorescence | P07858 | Purified cathepsin B, AMC dipeptide fluorescence | inhibition, %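 (ten-compound pools at 5 µM per compound and 50 µM total)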 | 62,000 compounds, 0.06% hits | AID 488, 2006; in the data active = inhibition above about 22%, passing the limit was not always enough;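 also: 0% = enzyme without compound and 100% = no enzyme blank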
C1s inh: complement C1s protease inhibitors, primary screen, biochemical, 10-compound mixtures; purified C1s, fluorogenic AMC substrate, pooled mixtures; mean inhibition % of two 10-compound mixtures (stronger effect = higher value), % at 5 µM (by protocol); 62,000 compounds, 0.16% hits;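 active = inhibition above 20% in each of the two 10-compound mixture wells holding the compound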;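 also: 0% = enzyme wells lacking compound mixture and 100% = no-enzyme blank wells; some compounds called inactive have numbers as strong as hits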
* = called active by the depositor; / = no result given. Rule as the data show it, unless noted: active = inhibition above about 20% (passing the limit was not always enough); inactive = the rest.

Each structure is followed by: CatB block	Cathepsin G inh	FXIa mix inh	CatS block	AP complement	CatB mix inh	CatL block	FXIIa inh mix	C1s inh
CC(Oc1ccc(Br)cc1)C(=O)N1CCc2ccccc21 (centres undefined)
 : 2.3	-2.8	1.4	3.9	-2.1	1.8	-2.6	3.5	-5.4
C=CCNC(=O)NC(=O)COC(=O)CCCSc1nc2ccccc2[nH]1
 : -3.7	-2.0	1.8	-4.2	15.6	4.0	-4.2	-29.6	5.5
Cc1cccc(NC(=O)CC2CCC2)c1
 : 3.0	9.5	0.2	5.9	15.7	5.3	20.9	12.7	-1.4
Oc1ccc(-c2nc3cnccn3c2Nc2ccc3c(c2)OCCO3)cc1
 : 1.5	4.7	10.1	16.5	14.1	3.7	/	0.7	-1.3
Cc1c(C(=O)NCC2CCCO2)oc2ccc(S(=O)(=O)N3CCCCC3)cc12 (centres undefined)
 : 4.3	20.6	50.4	0.6	35.9	9.3	/	-0.9	-23.4
CCOc1ccc(-n2c(SCc3ccc(C(=O)OC)o3)nc3c(c2=O)SCC3)cc1
 : 0.0	6.0	0.1	0.6	9.8	-0.1	9.3	-2.2	-22.7
Cc1sc2nc(C3CC3)nc(NCCNS(C)(=O)=O)c2c1C
 : 1.2	2.3	-2.1	-0.1	0.9	-0.6	10.5	4.6	-56.3
Cc1cc(=O)[nH]c(Nc2cccc(C(F)(F)F)c2)n1
 : 0.9	-7.8	3.5	-0.1	-7.8	1.1	6.6	-26.5	-11.4
O=C(C1CCC1)N1CCc2cc(S(=O)(=O)NCc3ccco3)ccc21
 : 5.5	6.0	-0.5	16.7	5.5	5.6	6.4	-4.7	-0.6
COCCCNc1nc2c(c(=O)[nH]c(=O)n2C)n1CC(O)COc1cccc(C)c1 (centres undefined)
 : -5.5	0.2	2.7	-2.0	8.7	2.2	1.0	-1.1	-0.9
COC(=O)c1ccccc1S(=O)(=O)NC(=O)c1ccccc1
 : 0.8	7.0	6.3	4.8	-2.6	5.1	-0.8	-4.9	9.9
O=C(NCCCCC(NC(=O)C1CCCCC1)C(=O)O)c1ccccc1 (centres undefined)
 : 0.7	3.6	9.0	-4.6	11.0	-3.6	13.0	-10.5	-2.5
CCOC(=O)c1c(NC(=O)c2ccc(S(=O)(=O)N3CCOCC3)cc2)sc2c1CCN(C)C2
 : 3.5	13.9	7.0	5.1	9.9	6.8	-0.5	2.0	19.9
Cc1nn2c(=O)nc3sc4c(c3c2[nH]c1=O)CCCC4
 : 0.9	13.9	-0.1	2.4	19.0	-5.3	-14.4	20.4	9.6
Cn1c(NCC2CCCO2)nc2c1c(=O)n(Cc1ccccc1)c(=O)n2C (centres undefined)
 : -0.7	-0.7	4.1	7.2	-20.9	-1.4	17.6	-8.2	2.4
CCC1CCCCN1C(=O)CSc1nnc(-c2ccc(Cl)s2)o1 (centres undefined)
 : -0.4	-9.2	-14.4	-18.4	20.6	-5.3	-11.3	-1.9	-66.6
CCOC(=O)c1ccc(NC(=O)CSc2nc3c(c(=O)n2-c2ccccc2OC)SCC3)cc1
 : 5.3	0.7	8.9	19.7	5.2	2.1	5.4	6.8	-0.5
Cn1nnnc1SCC(=O)Nc1ccccc1Cl
 : 0.3	10.7	-1.7	4.8	-4.5	-6.2	8.1	10.0	-1.4
CCOC(=O)c1ccc(-n2c(N)c(C(=O)NCc3ccco3)sc2=S)cc1
 : 0.9	10.3	-4.0	0.1	10.0	1.6	5.9	4.9	3.3
CCOC(=O)C1=C(c2ccccc2)Nc2ncnn2C1c1ccccn1 (centres undefined)
 : 0.5	13.0	1.7	2.9	-0.3	-6.0	21.9	1.8	2.7
CCOc1ccc(-c2[nH]nc3c2C(c2ccc4c(c2)OCO4)C(C#N)=C(N)O3)cc1OC (centres undefined)
 : -0.1	7.0	12.4	5.5	2.6	1.1	6.9	-17.9	-2.0
CC(C)C(c1nnnn1Cc1ccc(F)cc1)N1CCN(C2CCCCC2)CC1 (centres undefined)
 : -0.9	1.5	6.7	-4.8	15.6	6.1	-2.2	7.6	-2.9
O=C(c1ccc(CS(=O)(=O)c2ccccc2)o1)N1CCOCC1
 : 0.2	47.3	24.9	10.3	8.8	2.6	/	8.5	-10.5
CCCCOC(=O)n1c(=O)oc2ccccc21
 : 3.9	8.8	3.1	12.5	8.6	6.7	8.8	-14.1	8.5
COc1ccc(N2C(=O)C3CCCN3C2c2ccccc2)cc1Cl (centres undefined)
 : 0.6	-9.2	2.6	-3.6	-9.2	-2.4	1.3	2.3	-32.7
CN(C(=O)c1ccc2c(c1)OCO2)C1(C(=O)NC2CCCCC2)CCCCC1
 : -2.9	12.4	9.1	15.6	4.2	4.4	8.8	-3.8	-35.4
O=C(O)c1cc(Nc2nc(N3CCOCC3)nc(N3CCOCC3)n2)ccc1Cl
 : 0.1	2.6	-7.7	-6.9	9.0	-0.5	-1.0	9.9	-40.5
O=C(CCCCn1c(=O)c2ccccc2n(CC(=O)Nc2ccc(F)cc2)c1=O)NCc1ccco1
 : 2.5	7.1	6.7	2.3	14.9	4.3	1.9	-1.2	13.2
COc1ccc2c(c1OC)C(=O)N1C(C(=O)O)Cc3c([nH]c4ccccc34)C21 (centres undefined)
 : 0.3	7.6	3.4	11.6	-5.2	0.7	-7.1	0.8	-6.1
O=C(COC(=O)c1ccc(S(=O)(=O)N2CCOCC2)cc1)Nc1nc(-c2ccccc2)cs1
 : 3.0	-11.7	1.0	1.1	-10.8	-0.3	3.0	9.3	-9.2
COc1ccc(OC)c2[nH]c(=O)c(CCNS(=O)(=O)c3ccc(Cl)cc3)cc12
 : -0.5	-6.4	7.5	8.7	3.7	4.7	9.0	-16.9	-35.8
O=C(CCCn1c(=S)[nH]c2cc3c(cc2c1=O)OCO3)N1CCN(c2ccc(Cl)cc2)CC1
 : -1.3	9.2	5.7	-3.7	15.5	2.3	-4.5	5.9	9.2
Cc1cc(=O)[nH]c(SCC(=O)Nc2cccc(C(F)(F)F)c2)n1
 : 1.4	5.8	6.2	-4.4	44.9	0.6	-6.4	4.1	1.5
CCOc1ccc(C(=O)OCC(=O)NCc2ccco2)cc1OCC
 : 3.9	8.5	3.0	2.9	0.6	-2.2	9.3	14.4	13.7
O=C(NCc1ccco1)c1cc2ccccc2c(=O)o1
 : -3.2	-7.5	3.7	6.5	9.6	2.8	18.6	0.7	-75.5
O=S(=O)(c1cccc(S(=O)(=O)N2CCC(Cc3ccccc3)CC2)c1)N1CCOCC1
 : -5.7	-3.0	6.1	-0.8	1.4	0.8	/	8.0	-6.6
CSCSC1=C(C#N)C(c2ccc(Cl)cc2)C(C(C)=O)=C(C)N1 (centres undefined)
 : -0.8	11.9	7.7	27.2	2.8	4.5	8.9	14.0	6.2
Cc1ccc(NC(=O)N2CCC(O)(c3ccc(Cl)cc3)CC2)cc1
 : 5.8	7.0	4.9	-4.2	7.9	-1.0	1.2	6.1	14.4
c1ccc(-c2nnc(CSc3nnc(-c4cccs4)o3)o2)cc1
 : 6.6	-1.6	5.3	10.9	-1.5	5.7	3.4	5.5	9.7
N#CC1=C(N)SC(N)=C(C#N)C1CCc1ccccc1
 : -3.3	1.0	11.0	10.4	8.9	10.1	-3.7	-2.6	1.7
Cc1cc(C)n(C(CC(=O)O)C(=O)O)n1 (centres undefined)
 : 0.1	6.6	5.7	-0.8	-6.0	0.5	-4.8	-19.3	-2.7
Cc1ccc2cc(CCNC(=O)C(C)C)c(=O)[nH]c2c1
 : 2.9	-1.6	10.3	15.5	11.9	2.5	2.4	6.8	-2.8
O=c1cc(-c2ccccc2Cl)c2c([nH]1)CCC2
 : 2.0	12.4	6.5	10.6	5.0	-4.0	9.3	-2.7	16.7
CCOC(=O)CN(C(=O)Cn1nnc2ccccc21)C(C(=O)NCCOC)c1ccccc1C (centres undefined)
 : -0.8	8.4	1.3	-5.8	3.2	-4.2	9.5	-3.9	2.1
CN1C(=O)C(O)(CC(=O)c2cccc(-n3cccc3)c2)c2ccccc21 (centres undefined)
 : -3.1	-2.9	1.0	0.1	7.1	-0.2	9.3	0.3	-8.1
O=C(CCCn1c(SCC(=O)c2ccc(O)c(O)c2)nc2ccccc2c1=O)NCC1CCCO1 (centres undefined)
 : -8.9	-0.8	8.7	-7.0	22.2	5.3	-4.6	4.1	7.2
O=C(CSc1nnc(-c2cnccn2)n1Cc1ccco1)c1ccc(Cl)cc1
 : -0.8	2.6	11.2	7.9	11.3	0.1	-4.0	5.7	-1.5
COc1nc(-c2ccccc2)ccc1-c1noc(-c2ccco2)n1
 : 1.9	8.3	4.2	4.1	2.3	0.2	12.6	7.8	12.0
COc1ccc(NC(=O)C=C(C)C)cc1Cl
 : 3.7	10.2	6.7	0.0	-0.8	1.8	2.1	1.7	17.0
O=C(Nc1ccc2c(c1)OCO2)C1CCN(S(=O)(=O)c2cccs2)CC1
 : 5.7	6.4	7.8	-0.9	10.7	4.3	1.0	10.1	11.4

(next part)
Each structure is followed by: CatB block	Cathepsin G inh	FXIa mix inh	CatS block	AP complement	CatB mix inh	CatL block	FXIIa inh mix	C1s inh
O=C(NCc1cccnc1)NC1CCCN1S(=O)(=O)c1ccc(Cl)cc1 (centres undefined)
 : 3.0	8.2	6.5	-4.9	21.8	2.6	-7.5	-23.5	13.6
O=[N+]1C2=C(CCCC2)N([O-])C12CCCC2
 : 2.5	-0.9	1.2	4.7	3.1	2.3	-3.4	9.8	3.8
CCn1c(=NC(=O)CN2C(=O)CCC2=O)sc2c(C)cc(C)cc21
 : -0.8	-10.8	-10.3	-8.8	3.7	-6.2	/	1.5	-79.4
c1ccc(N2CCN(CCc3nnc4n3CCCCC4)CC2)cc1
 : -3.8	2.0	7.4	-0.5	15.5	-4.1	-8.9	1.7	-2.2
O=C(CN1C2CCC1CC(NC(=O)NC1CCCCC1)C2)NC1CC1 (centres undefined)
 : 3.0	12.5	10.8	16.3	-0.3	3.4	10.7	3.5	-3.4
CN(C)CCNS(=O)(=O)c1ccc(Cl)cc1
 : 8.8	-7.4	-1.9	3.1	-12.4	2.7	-4.3	5.4	-21.2
CC(=O)C1=C(C)NC(SCC(=O)c2ccccc2)=C(C#N)C1c1ccco1 (centres undefined)
 : 1.2	-5.7	-6.1	0.9	1.5	-3.7	10.9	1.4	-27.2
COc1ccc(CCNS(=O)(=O)c2cccc(F)c2)cc1OC
 : -3.4	-0.4	4.4	11.4	18.6	5.3	11.8	-14.1	0.2
CC(C(=O)Nc1cccnc1)N1C(=O)c2ccccc2C1=O (centres undefined)
 : 6.1	-5.6	3.8	15.5	-6.0	-5.4	8.4	-1.3	-26.2

In a second layout: entries from further up
CCOC(=O)CN(C(=O)Cn1nnc2ccccc21)C(C(=O)NCCOC)c1ccccc1C (centres undefined)
  CatB block = -0.8; Cathepsin G inh = 8.4; FXIa mix inh = 1.3; CatS block = -5.8; AP complement = 3.2; CatB mix inh = -4.2; CatL block = 9.5; FXIIa inh mix = -3.9; C1s inh = 2.1
CN1C(=O)C(O)(CC(=O)c2cccc(-n3cccc3)c2)c2ccccc21 (centres undefined)
  CatB block = -3.1; Cathepsin G inh = -2.9; FXIa mix inh = 1.0; CatS block = 0.1; AP complement = 7.1; CatB mix inh = -0.2; CatL block = 9.3; FXIIa inh mix = 0.3; C1s inh = -8.1

These rows are one share of the data; the hit share may differ from the screen's.
